GAA glycogen mod: qHTS Assay for Inhibitors and Activators of Human alpha-Glucosidase Cleavage of Glycogen; Lysosomal alpha-glucosidase (Homo sapiens), P10253; recombinant GAA, glycogen substrate, Amplex Red glucose oxidase fluorescence; Potency, µM (series often up to 76.4 µM), for the others: at the highest dose activity change, negative = inhibition, hits mostly inhibitors; actives 0.38% (n = 300,000); active = well fitted inhibition curve with a large enough effect; inconclusive = small, poorly fitted or top-dose-only effect, or another doubt; inactive = no such curve, though single readings can be large or run the other way;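 note: 0% = full enzyme reaction and -100% = no-enzyme basal signal; the screen sought inhibitors and activators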
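Recombinant enzyme (4 nM final) with compounds titrated up to 77 uM and bovine liver glycogen (30 ug) in citrate pH 5.0, 0.01% Tween-20, 37 C 40 min. Released glucose detected by Amplex Red/glucose oxidase (Ex 573/Em 610); AC50 from Hill fits.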
* = called active by the depositor; ? = inconclusive; [ ] = another dose, or the depositor's remark. Potency is the fitted concentration of half-maximal effect.

SMILES | GAA glycogen mod
COc1cccc(NC(=O)CC(=O)c2ccccc2)c1 | 1%
CC(CCc1ccccc1)NCc1cccc2ccccc12 (configuration not stated) | 10%[76.3 µM]
Cc1ccc(S(=O)(=O)NC(CC(C)C)C(=O)N2CCOCCOCCOCC2)cc1 (configuration not stated) | 4%
Cc1cccc(C(=O)Nc2nnc(S(=O)(=O)N3CCCCCC3)s2)c1 | 22%[76.3 µM]
COC(=O)c1ccc(CNC(=O)CSc2nc3ccccc3[nH]2)cc1 | 3%
Cc1ccc(C)c(N2CCN(C(=O)Cn3ncc4c([nH]c5ccc(C)cc54)c3=O)CC2)c1 | -8%[76.3 µM]
CC(C)C[C@H](NC(=O)N1CCn2c1nc1ccccc12)C(=O)NCC1CCCO1 (some centres not stated) | -21%[76.3 µM]
COc1ccccc1NC(=O)c1cc(-c2ccc(C)o2)nc2ccccc12 | -9%
CCC(C)(C)NC(=O)C(C(C)C)N(CC1CCCO1)C(=O)CNS(=O)(=O)c1ccc(F)cc1 (configuration not stated) | 2%
COC(=O)C1CN(C(=O)COc2cccc(C)c2C)c2ccccc2O1 (configuration not stated) | -6%
CCc1ccc(OC(=O)c2cncc(Br)c2)cc1 | 6%
Cc1cccc(NC(=O)Nc2c(C)n(C)n(-c3ccccc3)c2=O)c1 | 1%
O=C(O)CCc1[nH]c2ccccc2c1Sc1ccccc1 | 0%
Cc1ccc2c(c1)N(C(=O)Nc1cccc3c1CCCC3)CCO2 | 19%[76.3 µM]
CCn1c(SCC(=O)Nc2cc(C)on2)nnc1-c1cccc(C)c1 | 2%
C=CCn1c(SCC(=O)Nc2cc(C)on2)nc2c([nH]c3ccccc32)c1=O | -5%[76.3 µM]
Cc1cccc(N(C)S(=O)(=O)c2c(C)[nH]c(C)c2C(=O)N2CCCC2)c1 | 0%[76.3 µM]
COc1ccccc1NC(=O)CN1CCN(CC(=O)Nc2ccc(S(N)(=O)=O)cc2)CC1 | 1%
CCOc1ccc(N2C(=O)CC(Cc3ccccc3OC)C2=O)cc1 (configuration not stated) | 4%[76.3 µM]
Cc1ccc(NC(=O)CSCC(=O)N2CCN(Cc3ccc4c(c3)OCO4)CC2)cc1 | 0%[76.3 µM]

3 compounds already listed, sorted by the value under GAA glycogen mod, rising:
SMILES | GAA glycogen mod
COC(=O)C1CN(C(=O)COc2cccc(C)c2C)c2ccccc2O1 (configuration not stated) | -6%
Cc1cccc(NC(=O)Nc2c(C)n(C)n(-c3ccccc3)c2=O)c1 | 1%
CCc1ccc(OC(=O)c2cncc(Br)c2)cc1 | 6%

(list continues)
SMILES | GAA glycogen mod
CC(=O)Nc1ccc(Nc2nnc(-c3ccc(C)c(S(=O)(=O)NCCO)c3)c3ccccc23)cc1 | -10%[76.3 µM]
O=C(NNc1c2ccccc2nc2ccccc12)c1ccccc1Cl | -20%[76.3 µM]
CCc1ccc(-c2cc(C)no2)cc1S(=O)(=O)N1CCCN(Cc2ccc(F)cc2)C1 | -2%[76.3 µM]
O=S(=O)(Nc1nc2n(n1)C(c1ccc(F)cc1)C=C(c1ccccc1)N2)c1ccc(Cl)cc1 (configuration not stated) | 0%[76.3 µM]
Cc1ccc(N2C(=O)C3C4C=CC(CC4)C3C2=O)cc1Br (configuration not stated) | -16%[76.3 µM]
COc1ccc(C(=O)CNc2ccccc2Br)cc1 | 2%
Cc1cccc(OCC(=O)Nc2ccc3c(c2)nc2n3CCOC2)c1 | 2%[76.3 µM]
CC(=O)c1cccc(Nc2c3c(nc4ccccc24)CCC3)c1 | 4%
CC(C)C(NC(=O)c1ccccc1NC(=O)c1ccccc1)C(=O)NNC(=O)c1ccncc1 (configuration not stated) | 3%[76.3 µM]
Cc1cc(C)cc(OCCNC(=O)CCc2ccccc2)c1 | 8%[76.3 µM]
CCCCNC(=O)c1ccc2c(c1)S(=O)(=O)c1ccccc1C2=O | -9%[76.3 µM]
O=C(CCN1C(=O)/C(=C/c2ccccc2F)SC1=S)NCCc1ccc(O)cc1 | 2%[76.3 µM]
Cc1ccc(OCC(=O)Nc2ccc(NC(=O)c3ccco3)cc2)c(C)c1 | -6%[76.3 µM]
CCC(C)(C)NC(=O)c1ccc2c(c1)N(CC(=O)N1CCCC1)C(=O)C(C)(C)O2 | 19%[76.3 µM]
COc1ccc(S(=O)(=O)N(C)CC(=O)NCCc2ccccc2)cc1OC | 1%
Cc1ccc(S(=O)(=O)NCCCC(=O)N2CCC(C)CC2)cc1 | 19%[76.3 µM]
Cc1ccc(-c2nnn(CC(=O)N(CC(=O)NC3CCCC3)c3cccc(F)c3)n2)o1 | 2%
CC(C)(C)C(=O)CN1C(=O)NC2(CCc3ccccc32)C1=O (configuration not stated) | -2%[76.3 µM]
Cc1ccc(F)cc1NC(=O)N1CCNC(=O)C1CC(=O)Nc1cc(Cl)ccc1Cl (configuration not stated) | -12%[76.3 µM]
O=C(O)c1cc([N+](=O)[O-])c(Nc2cccc3ccccc23)c([N+](=O)[O-])c1 | -3%[76.3 µM]

As entered above.
Cc1cccc(OCC(=O)Nc2ccc3c(c2)nc2n3CCOC2)c1 in GAA glycogen mod: 2%[76.3 µM]
Cc1cc(C)cc(OCCNC(=O)CCc2ccccc2)c1 in GAA glycogen mod: 8%[76.3 µM]

Additional entries:
SMILES | GAA glycogen mod
CCN(CC)S(=O)(=O)c1ccc(N2CCN(c3ccccc3O)CC2)nc1 | ?
O=C(NNS(=O)(=O)c1ccc(F)cc1)c1ccccc1 | -4%[76.3 µM]
CCN(CC)CCNC(=O)c1ccc(Cn2c(=O)c3cccn3c3cccnc32)cc1 | -8%[76.3 µM]
COC(=O)c1cn(C(=O)c2ccc(F)cc2)c2ccccc12 | 1%[76.3 µM]
Cc1c(CC(=O)N[C@@H](C)C(=O)O)c(=O)oc2cc3occ(-c4ccccc4)c3cc12 | -2%
COc1ccc(CN2CCN(Cc3c[nH]c4ccccc34)CC2)cc1 | -2%
CC(C)Oc1ccc(/C=C(/NC(=O)c2ccccc2)C(=O)NC(Cc2ccccc2)C(=O)O)cc1 (configuration not stated) | -2%
COc1ccc(NC(=O)C2CCN(S(=O)(=O)c3ccc4c(c3)CC(C)N4C(C)=O)CC2)c(OC)c1 (configuration not stated) | -23%[76.3 µM]
O=C(Cn1ccn(-c2ccc(F)cc2)c(=O)c1=O)NCCc1ccccc1 | -4%[76.3 µM]
COc1cccc(CNC(=O)Cn2nc(C)c3c(C)n(-c4ccc(C)cc4)nc3c2=O)c1OC | -4%[76.3 µM]
COc1ccc(S(=O)(=O)N2CCC(C(=O)NCC3CCCCC3)CC2)cc1 | 0%
O=C(O)CCNC(=O)c1ccc(NC(=O)C(c2ccccc2)c2ccccc2)cc1 | 1%
CCCCOc1ccc(N=Cc2ccc[nH]2)cc1 | ?
Cc1ccc(CNC(=O)C(=O)NCC(c2cccnc2)N2CCN(c3ccccc3F)CC2)cc1 (configuration not stated) | 0%[76.3 µM]
CCCc1c(C(=O)N/N=C/c2ccc(C)s2)nnn1-c1nonc1N | 6%[76.3 µM]
O=C(CN1C(=O)S/C(=C\c2cc(Cl)c(O)c(Cl)c2)C1=O)Nc1ccccc1 | 17%[76.3 µM]
COc1ccccc1NC(=O)c1c[nH]c2ccccc12 | -4%
COC(=O)c1cccc(NC(=O)c2ccc3c(c2)C(=O)N(Cc2cccnc2)C3=O)c1C | -2%[76.3 µM]
CCC(C)N1CCN(S(=O)(=O)Cc2ccccc2)CC1 (configuration not stated) | 9%
COCC1CCN(C(=O)c2cc(COc3ccc(-n4cncn4)cc3)on2)CC1 | 0%[76.3 µM]
O=C(CCCc1ccccc1)NCc1ccc(Cl)cc1 | 8%[76.3 µM]
O=C1c2ccccc2C(=O)N1c1cc([N+](=O)[O-])ccn1 | 0%[76.3 µM]
O=C(CNS(=O)(=O)c1cccs1)NCCc1ccc(Cl)cc1 | -9%
O=C(NCCc1nnc2ccc(N3CCCCCC3)nn12)c1ccccc1 | -3%[76.3 µM]
CC(C)(CNC(=O)CO/N=C1/C=C2CCC3C(C(O)C[C@@]4(C)C3CC[C@]4(O)C(=O)CO)[C@@]2(C)CC1)C(O)C(=O)O (some centres not stated) | 0%
COCCNC(=O)CCCn1c(=O)c2ccccc2n(Cc2ccccc2C#N)c1=O | -2%
O=C(Nc1ccc(F)c(Cl)c1)N1CCC(CN2CCc3ccccc3C2)CC1 | 12%[76.3 µM]
Cc1ccccc1-c1nnc(SCC(=O)NC2CCCC2)o1 | -16%
O=C(NCCO)c1cc2c([nH]c3ccccc32)c(-c2ccc(F)cc2)n1 | 1%
Cc1cc(SCc2cccc([N+](=O)[O-])c2)nc(=O)[nH]1 | -2%[76.3 µM]
COc1ccc(CC(=O)Nc2nc3c(s2)CCCC3)cc1 | -3%[76.3 µM]
CCOc1ccc(S(=O)(=O)N2CCC(C(=O)N3CCN(C)CC3)CC2)cc1Cl | -12%
O=C1COc2ccccc2N1Cc1c(F)cccc1Cl | 3%
CSc1cccc(NC(=O)c2cc(S(=O)(=O)N3CCc4ccccc43)cn2C)c1 | 3%[76.3 µM]
O=[N+]([O-])c1ccc2nn(Cc3ccccc3)cc2c1 | -13%
CC1CC(C)CN(CC(O)COCc2ccccc2F)C1 (configuration not stated) | 4%
COC(=O)CCC(=O)Nc1cc(OC)c(OC)cc1Cc1nccc2cc(OC)c(OC)cc12 | 5%
COc1ccc(-c2cc(=O)oc3cc(OC(C)C(=O)NC4CC4)ccc23)cc1 (configuration not stated) | -9%[76.3 µM]
O=C(c1cc(-c2ccc(O)cc2)on1)N1CCOCC1 | -3%
COc1ccc(S(=O)(=O)N2CCC(NC(=O)c3cccc(F)c3)CC2)cc1 | 8%[76.3 µM]

2 compounds drawn at random from the list so far, as already listed:
SMILES | GAA glycogen mod
CC1CC(C)CN(CC(O)COCc2ccccc2F)C1 (configuration not stated) | 4%
O=C(NCCc1nnc2ccc(N3CCCCCC3)nn12)c1ccccc1 | -3%[76.3 µM]

(cont.)
SMILES | GAA glycogen mod
O=C(NCc1nnc2c(C(F)(F)F)cc(Cl)cn12)C1CCCC1 | 13%[76.3 µM]
Cc1cc(S(=O)(=O)N2CCCc3ccccc32)ccc1-n1cnnn1 | 2%
CCc1nc(Nc2ccc(OC)cc2OC)c2oc3ccccc3c2n1 | 4%
CC(NC(=O)c1cc(=O)[nH]c2ccccc12)c1ccc(F)cc1F (configuration not stated) | 1%
COc1ccc(SCCCn2c(=O)c3c(ncn3C)n(C)c2=O)cc1 | 5%[76.3 µM]
S=C(Nc1cccnc1)Nc1ccccn1 | -19%
Cc1ccccc1-n1nc2c(c1NC(=O)C(C)(C)C)CS(=O)(=O)C2 | 2%
CCOc1ccc(NC(=O)CCn2nc(C)c(S(=O)(=O)N3CCCCC3)c2C)cc1 | -7%[76.3 µM]
CN(CC(=O)Nc1ccccc1Cl)C(=O)COC(=O)Cc1ccc(F)cc1 | -2%[76.3 µM]
CN(C)N1C(N)=C(C#N)C(c2cccc([N+](=O)[O-])c2)C2=C1CC(C)(C)CC2=O (configuration not stated) | 4%
CCC(C)(C)NC(=O)CN(Cc1ccc(OC)cc1)C(=O)CCC(=O)Nc1nccs1 | -4%
Cc1ccc(-c2[nH]ncc2C(=O)c2ccccc2C)c(O)c1 | -7%
CN(C)c1ccc(C(C(=O)NC2CCCC2)N(C(=O)c2ccco2)C2CC2)cc1 (configuration not stated) | ?
CN(CCc1ccccc1)C1CCCN(C(=O)Cn2cccn2)C1 (configuration not stated) | -3%[76.3 µM]
O=C(Nc1cccc(O)c1)c1cccc(C(=O)Nc2cccc(O)c2)c1 | 0%[76.3 µM]
CCOc1ccc(C(=O)C[n+]2cccc3cc(C)ccc32)cc1 | -2%[76.3 µM]
CC(C)(C)c1ccc(S(=O)(=O)N2CCN(C3CCCC3)CC2)cc1 | -21%
COCCn1c(SCC(=O)NC2CCCC2)nc2c(c1=O)SCC2 | -18%[76.3 µM]
CCN(CC(=O)Nc1ccccc1C(F)(F)F)C(=O)CCc1ccccc1 | 3%
O=S(=O)(NC1CCCCCCC1)c1ccccc1F | 10%
Cc1cc(CSCc2ccc(Cl)cc2)no1 | 6%
COc1cc2c(cc1OC)CN(CC(=O)Nc1ccc(Cl)cc1Cl)CC2 | 0%
CC(CC(=O)NNC(=O)c1cccc(Cl)c1)c1ccccc1 (configuration not stated) | 3%[76.3 µM]

Sorted by count of non-hydrogen atoms (rising): some entries from above
SMILES | GAA glycogen mod
Cc1cc(CSCc2ccc(Cl)cc2)no1 | 6%
COCCn1c(SCC(=O)NC2CCCC2)nc2c(c1=O)SCC2 | -18%[76.3 µM]
COc1cc2c(cc1OC)CN(CC(=O)Nc1ccc(Cl)cc1Cl)CC2 | 0%

Assay outcomes: PubChem BioAssay, National Center for Advancing Translational Sciences (NCATS)

A portion of the library; the hit share may differ from the screen's.
